TROY signal inh: blocks TROY-dependent signaling in reporter cells | Q293 LMP1-TROYcd NF-kB luciferase reporter, 4 h | 360,000 compounds, 0.98% hits | inhibition, % at 10 µM;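 active means compounds whose plate-normalised and pattern-corrected inhibition of the luciferase reporter signal at the single screening dose is 50% or more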
NCOA1 inh: human NCOA1 inhibition. AID 588354. Q15788. 360,000 compounds, 0.12% hits. inhibition, % at 3.6 µM. HEK293 GAL4-SRC1 luciferase reporter, luminescence;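 active means inhibition above the campaign mean plus 3 SD, with each screening campaign given its own cutoff, cut at about 60% in these data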;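 further: 0% = DMSO treated cells and 100% = gossypol at 36 µM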
TWEAK-Fn14 inh: TWEAK-Fn14 signaling inhibition; TWEAK-stimulated Fn14 reporter cells, luciferase luminescence, 8 h; inhibition, % at 10 µM; 360,000 compounds, 2% hits; AID 1159606; in the data active means inhibition above about 50%
TLR9-MyD88 block: blocks human TLR9 binding to MyD88; 340,000 compounds, 0.21% hits; inhibition, % at 4.98 µM; CHO BLA complementation TLR9-MyD88, CCF4 FRET ratio;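 active means inhibition above the mean over all tested compounds plus 3 SD, cut at about 21% in these data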;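 further: 0% = DMSO only wells and 100% = clavulanate BLA inhibitor control wells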
NOD2 RIPK2 PPI: blocks binding of human NOD2 to RIPK2; CHO BLA complementation NOD2-RIPK2, CCF4 ratio; inhibition, % at 4.98 µM; 360,000 compounds, 0.38% hits; in the data active means inhibition above about 21%;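 further: 0% = vehicle only and 100% = reference blocker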
Target sequence (O43353 whole entry, looked up): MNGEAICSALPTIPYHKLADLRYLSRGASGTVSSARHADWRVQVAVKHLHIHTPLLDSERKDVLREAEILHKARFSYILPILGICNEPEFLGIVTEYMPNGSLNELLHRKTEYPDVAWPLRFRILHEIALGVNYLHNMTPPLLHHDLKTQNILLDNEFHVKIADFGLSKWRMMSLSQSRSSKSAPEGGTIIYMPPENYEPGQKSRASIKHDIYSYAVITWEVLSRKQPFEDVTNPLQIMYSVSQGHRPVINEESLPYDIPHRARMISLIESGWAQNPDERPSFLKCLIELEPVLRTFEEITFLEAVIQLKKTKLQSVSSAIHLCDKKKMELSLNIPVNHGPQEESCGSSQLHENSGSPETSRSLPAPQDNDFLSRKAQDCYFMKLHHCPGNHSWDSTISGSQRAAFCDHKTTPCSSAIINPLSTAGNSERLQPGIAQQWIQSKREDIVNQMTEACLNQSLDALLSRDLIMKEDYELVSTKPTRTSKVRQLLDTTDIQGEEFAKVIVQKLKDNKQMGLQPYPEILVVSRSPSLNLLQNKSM
SRC2 inh: inhibits human steroid receptor coactivator 2; Q15596; HEK293 GAL4-SRC2 luciferase reporter, luminescence; inhibition, % at 9 µM; 370,000 compounds, 0.17% hits;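 active means inhibition above the mean inhibition of all tested compounds plus 3 SD, set per campaign, cut at about 52% in these data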;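 further: 0% = DMSO treated cells and 100% = cells given Gossypol at 36 µM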
ABHD5-PLIN5 inh: blocks binding of human ABHD5 to perilipin-5 | Q00G26+Q8WTS1 | inhibition, % at 4 µM | AID 602281 | 360,000 compounds, 0.78% hits | Split G. princeps luciferase complementation, luminescence, 4 h;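 active means inhibition above the mean inhibition across every tested compound plus 3 SD, cut at about 22% in these data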;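 further: 0% = DMSO only wells and the 100% control is not disclosed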
NCOA3 inh: inhibits human SRC3 coactivator. 360,000 compounds, 0.17% hits. AID 588352. HEK293 GAL4-SRC3 luciferase reporter, luminescence. Q9Y6Q9. inhibition, % at 3.6 µM;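 active means inhibition above a per-campaign cutoff, the mean of all compounds plus 3 SD, cut at about 60% in these data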;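 further: 0% = DMSO-treated cells and 100% = gossypol-treated cells at 36 µM; higher means less SRC3-driven luciferase light from the GAL4 reporter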
LRH-1 inv ag: NR5A2 inverse agonism in reporter assay | O00482 | HEK293T StAR-luciferase reporter, LRH-1 transfected, 24 h | inhibition, % at 3.6 µM | 360,000 compounds, 0.13% hits | AID 602396;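 active means inhibition above the mean inhibition of all tested compounds plus 3 SD, cut at about 73% in these data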;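 further: 0% = DMSO wells and 100% = reporter-only cells lacking LRH-1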
Granule exo inh: lytic granule exocytosis inhibition | inhibition, % at 10 µM | AID 651702 | 360,000 compounds, 0.66% hits | TALL-104 LAMP-1 surface exposure, flow cytometry; cells stimulated with thapsigargin and PMA;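 active means inhibition above about 55%, limit read from the data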
COUP-TFII inh: inhibitors of human COUP-TFII (NR2F2); HEK293T NGFI-A luciferase reporter, luminescence; inhibition, % at 8.6 µM; 370,000 compounds, 0.7% hits; AID 686940;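 active means inhibition above a per-plate cutoff, mean inhibition of test wells between control levels plus 3 SD, cut at about 38% in these data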;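 further: cells cotransfected with COUP-TFII expression vector driving the NGFI-A reporter; 0% = median of COUP-TF2 test wells and 100% = reporter-only cells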
Target sequence (P24468 whole entry, looked up): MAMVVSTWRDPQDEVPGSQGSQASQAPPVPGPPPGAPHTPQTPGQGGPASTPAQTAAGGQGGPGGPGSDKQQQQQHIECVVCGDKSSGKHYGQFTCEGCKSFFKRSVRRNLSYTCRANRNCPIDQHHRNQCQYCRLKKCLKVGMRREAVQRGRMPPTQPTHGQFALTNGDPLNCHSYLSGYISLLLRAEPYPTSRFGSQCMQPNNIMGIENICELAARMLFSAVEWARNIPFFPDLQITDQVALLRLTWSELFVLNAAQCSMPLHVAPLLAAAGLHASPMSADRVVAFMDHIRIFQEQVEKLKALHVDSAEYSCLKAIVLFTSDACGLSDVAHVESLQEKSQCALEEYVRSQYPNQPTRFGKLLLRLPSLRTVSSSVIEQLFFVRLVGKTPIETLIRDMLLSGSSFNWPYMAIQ
* marks the source's active call; other numbers are inactive results; / = not tested or not shown. An excerpt. The share of hits here may be higher or lower than overall.

SMILES	TROY signal inh	NCOA1 inh	TWEAK-Fn14 inh	TLR9-MyD88 block	NOD2 RIPK2 PPI	SRC2 inh	ABHD5-PLIN5 inh	NCOA3 inh	LRH-1 inv ag	Granule exo inh	COUP-TFII inh
Cc1ncc([N+](=O)[O-])n1CC(=O)Nc1ccc(F)cc1	-6	-3	-20	-13	-7	-19	5	-5	-16	-2	-10
COc1ccc(NC(=O)Cn2cc(C(=O)c3ccco3)c3ccccc32)cc1	-26	-1	20	-4	0	-7	8	3	0	3	-4
CC(C)OC(=O)Nc1ccc2c(c1)N(C(=O)CCN1CCN(CCO)CC1)c1ccccc1CC2	11	-8	13	12	-3	9	6	7	7	1	9
COC(=O)C1CC(O)CN1S(=O)(=O)c1ccc2ccccc2c1 (stereo unspecified)	15	-22	2	5	-10	-21	3	2	10	2	4
O=C(Nc1ccccc1)ON=C1c2ccccc2-c2ccccc21	3	-9	24	3	-1	2	5	6	8	-4	-6
CCn1ncc(S(=O)(=O)Nc2cccnc2)c1C	6	12	8	-9	-8	-28	-10	8	-2	-2	1
Cc1ccc(-n2nnnc2CNC(=O)c2ccc([N+](=O)[O-])o2)cc1C	15	5	25	1	0	3	-6	-16	32	-2	-17
CCCn1c(NCCO)nc2ccccc21	12	3	16	-7	-10	19	-9	18	7	0	0
CCN(CC)CCNc1ccc2nnc(CCNS(=O)(=O)c3ccc(C)cc3)n2n1	8	6	7	4	-4	-29	0	-15	-14	-4	-21
CN(C(=O)COC(=O)c1cccnc1Nc1cccc(C(F)(F)F)c1)C1CCS(=O)(=O)C1 (stereo unspecified)	-4	-12	-6	7	-13	-1	-3	-10	-1	3	1
COc1ccc(CNC(=O)COc2cc(O)c3c(c2)OC(C)(C)CC3=O)cc1	-26	-42	-50	-4	5	-9	2	9	3	0	19
CN(C)c1oc(-c2ccccc2F)nc1C#N	-1	-1	-10	0	-10	-4	3	16	7	-1	-7
CCOC(=O)C1=C(C)NC(=O)/C1=C\N(C)C	-6	-6	17	-7	-8	-7	5	-4	-1	-1	2
O=C(Nc1nc(-c2cccs2)c(-c2ccccc2)s1)c1ccco1	-37	11	33	-22	-9	-6	2	-1	-21	-3	-22
CC(=O)c1cc2c(cc1N/C(=N/S(=O)(=O)c1ccc(C)cc1)c1ccc(Cl)cc1)OCO2	-10	-8	-17	15	-1	10	1	2	21	0	-2
CCCN1C(=O)c2cc(C(=O)Nc3cccc(C(C)=O)c3)ccc2C1Nc1cccc(C(C)=O)c1 (stereo unspecified)	21	23	45	3	-2	-14	1	5	12	0	5
O=[N+]([O-])c1ccccc1S(=O)(=O)Nc1cccc(-c2ccc3nncn3n2)c1	8	-5	-4	3	8	-4	-2	11	2	-1	-20
COCCn1c(C)cc(C(=O)COc2ccc(N(C)S(=O)(=O)c3ccc(C)cc3)cc2)c1C	2	-15	15	-4	7	23	2	7	14	18	-7
CC(=O)N1CCC(C(=O)N2CCN(S(=O)(=O)c3ccc(F)cc3)CC2)CC1	10	10	11	1	-6	10	6	26	-6	0	-12
Cc1ncc(CN2CCC(C(=O)Nc3ccc(-n4cccn4)cc3)CC2)s1	2	16	-4	-9	10	-14	-10	11	-13	-1	-4
C/C(=N\O)c1ccc(Cl)cc1Cl	5	11	1	6	3	15	-2	-3	9	-8	-2
Cc1cccc(C)c1NC(=O)C1(C)CSCC(=O)N1CCCn1ccnc1 (stereo unspecified)	/	/	/	/	-6	-6	-1	/	5	-5	-20
Cc1c(N)cccc1-c1nc2ccccc2[nH]1	-31	-48	-1	-1	-6	5	1	-8	-35	1	-12
COC(=O)c1c(NC(=O)c2ccccc2[N+](=O)[O-])sc2c1CC(C)(C)NC2(C)C	4	11	-11	-7	2	-10	3	-3	17	8	4
COc1ccc(C(C(=O)NC2CCCC2)N(Cc2ccco2)C(=O)c2snc(C(N)=O)c2N)cc1OC (stereo unspecified)	11	9	40	-10	-1	-7	0	-7	23	-2	8

Taken from the results shown for reference:
SMILES	TROY signal inh	NCOA1 inh	TWEAK-Fn14 inh	TLR9-MyD88 block	NOD2 RIPK2 PPI	SRC2 inh	ABHD5-PLIN5 inh	NCOA3 inh	LRH-1 inv ag	Granule exo inh	COUP-TFII inh
CCN(CC)CCNc1ccc2nnc(CCNS(=O)(=O)c3ccc(C)cc3)n2n1	8	6	7	4	-4	-29	0	-15	-14	-4	-21
CN(C(=O)COC(=O)c1cccnc1Nc1cccc(C(F)(F)F)c1)C1CCS(=O)(=O)C1 (stereo unspecified)	-4	-12	-6	7	-13	-1	-3	-10	-1	3	1
COc1ccc(CNC(=O)COc2cc(O)c3c(c2)OC(C)(C)CC3=O)cc1	-26	-42	-50	-4	5	-9	2	9	3	0	19
CN(C)c1oc(-c2ccccc2F)nc1C#N	-1	-1	-10	0	-10	-4	3	16	7	-1	-7
CCOC(=O)C1=C(C)NC(=O)/C1=C\N(C)C	-6	-6	17	-7	-8	-7	5	-4	-1	-1	2
O=C(Nc1nc(-c2cccs2)c(-c2ccccc2)s1)c1ccco1	-37	11	33	-22	-9	-6	2	-1	-21	-3	-22
CC(=O)c1cc2c(cc1N/C(=N/S(=O)(=O)c1ccc(C)cc1)c1ccc(Cl)cc1)OCO2	-10	-8	-17	15	-1	10	1	2	21	0	-2

(continued)
SMILES	TROY signal inh	NCOA1 inh	TWEAK-Fn14 inh	TLR9-MyD88 block	NOD2 RIPK2 PPI	SRC2 inh	ABHD5-PLIN5 inh	NCOA3 inh	LRH-1 inv ag	Granule exo inh	COUP-TFII inh
O=C(CCN1C(=O)C2CC=CCC2C1=O)Nc1cccc(Cl)c1 (stereo unspecified)	-22	5	-16	-4	13	-16	-6	10	2	-3	10
Cn1c(=O)c2c(ncn2CCOc2ccc(Br)cc2)n(C)c1=O	3	5	-13	-3	-3	-6	-3	-23	9	2	-28
CC(C)OC(=O)CSc1nnc(-c2cnccn2)n1Cc1ccco1	10	-10	9	-4	-14	-8	-5	-19	-7	0	6
CCN(c1cccc(C)c1)S(=O)(=O)c1csc(C(N)=O)c1	5	5	7	4	-10	-19	-1	-7	-3	-5	1
CSCc1ccc(C(=O)NCCSc2ccc(Br)cc2)cc1	-84	-84	-21	-5	-8	-71	-2	-54	-86	0	-24
CC[C@@H]1Cc2cc(O)ccc2C2=C1c1ccc(O)cc1C[C@H]2CC	60*	7	77*	-5	3	16	-14	-12	-2	46	-6
Cc1cc(C(=O)CN2C(=O)NC(C)(CC(C)C)C2=O)c(C)n1-c1ccc2c(c1)OCO2 (stereo unspecified)	-51	-9	11	9	7	2	2	-1	-14	-2	14
CC(NC(=O)CSc1nc2ccc(N)cc2s1)c1ccccc1 (stereo unspecified)	52*	-15	21	-3	2	-20	-12	-11	-1	3	-28
CCNC(=O)c1ccc(CSc2nc3ccccc3s2)cc1	-2	-58	33	11	-5	-31	-13	-32	-50	3	-15
O=C(CSc1ccc(Br)cc1)NC1CCCCCC1	-64	-25	-15	-9	-11	-35	-8	-22	-54	0	6
Cc1ccsc1/C=N/Nc1nc2ccccc2[nH]1	-72	-56	2	-4	-11	-49	5	-64	-119	-2	-31
CCOC(=O)Cc1csc(NC(=O)c2sc3nc4ccc(CC)cc4cc3c2N)n1	3	-20	8	-13	-1	-81	-8	-50	-42	14	-11
O=S(=O)(c1ccccc1)N1CCN(C(=S)NC2CCCC2)CC1	-3	13	-3	2	1	-4	2	2	9	13	-1
Nc1cc(Cl)ccc1C(=O)OCC(=O)N1CCCCCC1	-35	-43	-18	-8	-11	-32	-3	-56	-48	1	9
C/C(=N/NC(=O)c1ccc2nc[nH]c2c1)c1cccs1	-14	-62	8	-1	-8	-60	4	-16	1	2	-16
C=C1CCN(C(C(=O)OC)C(C)C)S(=O)(=O)c2ccc(F)cc21 (stereo unspecified)	0	-4	-9	5	-4	8	1	0	17	16	2
Cc1ccc(CNC(=O)C2CCCN(S(=O)(=O)c3cccc4nonc34)C2)cc1 (stereo unspecified)	-4	3	-11	0	-12	10	-1	-2	2	2	5
Cc1nc(NC(=O)CSc2nnc(-c3ccccc3)c(-c3ccccc3)n2)c(Cl)cc1Cl	21	3	12	-3	-2	7	-4	-4	-17	5	4
c1ccc2nc(-c3nc4ccccc4[nH]3)ccc2c1	49	-84	82*	0	5	7	6	-92	-58	2	-20
CN(Cc1cccc(F)c1)C(=O)c1ccc(NS(=O)(=O)c2ccc3[nH]c(=O)[nH]c3c2)cc1	-2	-7	-4	3	-3	0	-6	-6	7	-1	-11
COC(=O)c1ccc(CSc2nnc(CNC(=O)c3ccccc3F)o2)o1	5	-2	-1	-2	-5	-23	-1	-2	7	0	8
CCN(CC)S(=O)(=O)c1ccc(OC)c(NS(=O)(=O)c2ccc(F)cc2)c1	14	4	-14	-1	-12	-3	2	12	12	0	-11
CS(=O)(=O)N1CCN(C(=S)NCc2ccc(Cl)cc2)CC1	-13	12	0	/	-11	19	1	13	-8	0	13
C/C(=N\NC(=O)c1cc(Cl)ccc1O)c1ccc(Br)s1	20	-53	29	0	-14	-15	-3	-27	-8	4	-3
Cc1ccc(-c2nc(CS(=O)CC(=O)NCCN3CCOCC3)c(C)o2)cc1 (stereo unspecified)	13	-2	6	-4	1	19	-9	3	0	1	12
Cn1cc(Cl)nc1C(O)c1ccccc1 (stereo unspecified)	6	11	21	-11	3	12	-1	-11	15	-1	11
O=C(c1cc(-c2ccc(Cl)c(Cl)c2)on1)N1CCOCC1	-26	-70	-13	10	-3	-57	10	-88	-50	8	-17
O=C(c1cc(C2CC2)nn1-c1ccccc1)N1CCN(c2ccccc2O)CC1	19	-1	-5	0	-7	13	-2	4	4	-1	9
N#CC1(C#N)OC12CCS(=O)(=O)c1ccccc12 (stereo unspecified)	-14	3	4	-1	-9	-14	1	-3	-21	-5	9

A second format for four compounds above.
| smiles | TROY signal inh | NCOA1 inh | TWEAK-Fn14 inh | TLR9-MyD88 block | NOD2 RIPK2 PPI | SRC2 inh | ABHD5-PLIN5 inh | NCOA3 inh | LRH-1 inv ag | Granule exo inh | COUP-TFII inh |
| --- | --- | --- | --- | --- | --- | --- | --- | --- | --- | --- | --- |
| CN(C)c1oc(-c2ccccc2F)nc1C#N | -1 | -1 | -10 | 0 | -10 | -4 | 3 | 16 | 7 | -1 | -7 |
| CC(=O)c1cc2c(cc1N/C(=N/S(=O)(=O)c1ccc(C)cc1)c1ccc(Cl)cc1)OCO2 | -10 | -8 | -17 | 15 | -1 | 10 | 1 | 2 | 21 | 0 | -2 |
| C/C(=N\NC(=O)c1cc(Cl)ccc1O)c1ccc(Br)s1 | 20 | -53 | 29 | 0 | -14 | -15 | -3 | -27 | -8 | 4 | -3 |
| Cc1ccc(CNC(=O)C2CCCN(S(=O)(=O)c3cccc4nonc34)C2)cc1 (stereo unspecified) | -4 | 3 | -11 | 0 | -12 | 10 | -1 | -2 | 2 | 2 | 5 |
